TDP43 rescue: TDP-43 toxicity inhibition in yeast. Potency, µM (doses to about 46.1 µM), for inactives: at the highest dose growth rescue (activation), actives largely listed as activators. AID 652104. 410,000 compounds, 1.8% hits. TDP-43 expressing yeast growth rescue, BacTiter-Glo, 24 h; further: potency means the concentration at half of the fitted maximal effect; % of control where 0% means no effect; nearly all actives have a fitted effect of over 50% in size
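Readout is BacTiter-Glo luminescence of cell growth, so inhibitors register as activators. TDP-43-expressing yeast at OD600=0.02 in galactose medium, after raffinose pregrowth to mid-log, were incubated with compound for 24 hr at 30 deg C.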
PTHR1 agonist: PTHR1 (human) receptor agonism. Q03431. HEK293 GP2 PTHR1 cells, GloSensor cAMP luminescence, 1 h. Potency, µM (doses to about 115 µM), for inactives: at the top dose activation, actives largely listed as activators. 410,000 compounds, 0.075% hits; further: potency means the concentration at half of the fitted maximal effect; nearly all actives have a fitted effect of over 55% in size; some results filed as inactive show a strong effect at the top dose; inactives centre near -15; many of its hits are not listed in these tables
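HEK-293-derived GP2 cells expressing PTHR1 and a GloSensor cAMP reporter, 3,000/well, plated overnight, given luciferin plus IBMX (each 0.5 mM as added) for 1 h at 37 °C, then compound for 1 h at 37 °C. Luminescence was read after 15 min at room temperature.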
D3 ag: D3 dopamine receptor (human) agonism; D3R DiscoveRx beta-arrestin cells, luminescence, 90 min; max activation, %; 410,000 compounds, 0.58% hits; in the data active means max activation above about 30%; further: 0% is about no effect; mostly tested at two doses, the higher about 12 µM
Target sequence (P35462 whole entry, looked up): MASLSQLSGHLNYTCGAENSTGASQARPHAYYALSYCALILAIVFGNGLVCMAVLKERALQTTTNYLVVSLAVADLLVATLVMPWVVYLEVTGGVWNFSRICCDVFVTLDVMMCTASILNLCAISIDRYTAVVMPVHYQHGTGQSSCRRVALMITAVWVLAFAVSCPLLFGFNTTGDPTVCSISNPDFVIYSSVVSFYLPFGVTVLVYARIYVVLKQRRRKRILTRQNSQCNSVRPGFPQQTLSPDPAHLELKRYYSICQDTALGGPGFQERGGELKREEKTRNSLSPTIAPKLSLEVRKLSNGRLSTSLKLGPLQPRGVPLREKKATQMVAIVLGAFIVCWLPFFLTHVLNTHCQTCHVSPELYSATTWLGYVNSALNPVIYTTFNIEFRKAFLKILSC
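Agonist-mode cell screen: cells plated at 1500/well and incubated overnight at 37 °C, then exposed to library compounds for 90 min at 37 °C. Detection reagent was added for 30–60 min at room temperature, and luminescence was read.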
GLP1R ag: GLP-1 receptor (human) agonism | P43220 | HEK293 GLP-1R CRE-luciferase, luminescence, 4-6 h; cells express a hypersensitive GLP-1R form | Potency, µM (top dose mostly 45.6 µM), for inactives: top-dose activation, hits mostly activators | 380,000 compounds, 0.007% hits | AID 624172; further: potency means the concentration at half of the fitted maximal effect; % of control where 0% means no effect
Target sequence (P43220 whole entry, looked up): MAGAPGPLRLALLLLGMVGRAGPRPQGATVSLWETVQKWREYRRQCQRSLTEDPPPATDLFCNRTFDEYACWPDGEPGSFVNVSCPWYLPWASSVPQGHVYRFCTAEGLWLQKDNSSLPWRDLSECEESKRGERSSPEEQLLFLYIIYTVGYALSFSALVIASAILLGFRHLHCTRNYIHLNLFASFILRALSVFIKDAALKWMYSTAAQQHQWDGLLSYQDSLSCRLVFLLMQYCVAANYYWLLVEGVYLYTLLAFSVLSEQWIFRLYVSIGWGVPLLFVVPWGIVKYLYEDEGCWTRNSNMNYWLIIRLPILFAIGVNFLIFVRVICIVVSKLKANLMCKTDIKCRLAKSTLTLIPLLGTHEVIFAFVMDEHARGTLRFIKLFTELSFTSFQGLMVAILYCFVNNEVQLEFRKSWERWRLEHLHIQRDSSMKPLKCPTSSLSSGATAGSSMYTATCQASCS
aSyn rescue: alpha-synuclein toxicity inhibition in yeast | 370,000 compounds, 0.14% hits | Yeast expressing alpha-synuclein, growth rescue, BacTiter-Glo, 24 h | Potency, µM (doses to about 46.1 µM), for the others: top-dose growth rescue (activation), actives largely listed as activators; further: potency means the concentration at half of the fitted maximal effect; % of control where 0% means no effect; nearly all actives have a fitted effect of over 65% in size
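Rescue of yeast growth: cells expressing toxic alpha-synuclein, induced in galactose at OD600 0.02, incubated with compound 24 h at 30 C. ATP luminescence quantified growth; inhibitors of toxicity appear as activators.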
HEK293 tox: cytotoxicity in counter-screen for GLP-1R inverse agonists. HEK293 cAMP-luciferase reporter cells, luminescence, 24 h. Potency, µM (highest dose often 38.3 µM), without a hit: at the top dose activity change, negative = inhibition, most hits filed as inhibitors. 410,000 compounds, 0.13% hits. AID 624418;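 further: loss of luciferase light is scored as toxicity; potency means the concentration at half of the fitted maximal effect; on the % scale 0 is the no-effect control and ±100 the full control effect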
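To flag toxic compounds, the library was rerun on cells for 24 hr at 37 deg C and 5% CO2. Viability-linked luminescence was captured 12 min after adding luciferase detection reagent.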
KB-V1 MDR tox: kills drug-selected multidrug resistant KB-V1 cells. AID 1347076. Potency, µM (doses to about 46.1 µM), for inactives: at the highest dose activity change, negative = cytotoxicity, hits mostly cytotoxic. 400,000 compounds, 3.4% hits. KB-V1 MDR cells viability, CellTiter-Glo, 72 h; further: potency means the concentration at half of the fitted maximal effect; on the % scale 0 is the no-effect control and ±100 the full control effect; nearly all actives have a fitted effect of over 60% in size
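Cells of the MDR subline KB-V1 are plated, dosed with compound at multiple concentrations, and incubated 72 h at 37 degrees C; CellTiter-Glo is then added and luminescence read after 10 min.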
GLP-1R inv ag: GLP-1 receptor (human) inverse agonism. P43220. HEK293 GLP-1R CRE-luciferase, luminescence, 24 h; GLP-1R form is constitutively active. Potency, µM (highest dose often 38.3 µM), without a hit: at the highest dose activity change, negative = inhibition, usual class: inhibitors. 410,000 compounds, 1.6% hits; further: potency means the concentration at half of the fitted maximal effect; on the % scale 0 is the no-effect control and ±100 the full control effect; nearly all actives have a fitted effect of over 55% in size
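qHTS in 1536-well format: reporter HEK293 cells expressing constitutive GLP-1R activity in DMEM + 10% Nu serum, 24 hr with compounds at 37 deg C, luminescence read after 12 min with detection reagent.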
DRD3 antagonist: D3 dopamine receptor (human) antagonism; P35462; max response, negative = inhibition, %; 360,000 compounds, 2.5% hits; D3R cells, DiscoveRx beta-arrestin luminescence, antagonist mode; hits give low values; in the data active means max response below about -50%; inconclusive means no clear call, values can overlap the other calls; further: on the % scale 0 is the no-effect control and ±100 the full control effect; mostly tested at two doses, the higher about 12 µM
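Cells plated overnight at 1500 cells/well, then exposed to library compounds with dopamine controls for 90 minutes at 37 degrees C. DiscoveRx reagent added for 30–60 minutes at room temperature; luminescence read, quantitative HTS format.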
* = called active by the depositor; i = inactive; ? = inconclusive; . = not tested or not shown; [ ] = remark or other dose. Unless noted, the call rests on the fitted dose curve; in most records, active means well fitted curve in the direction sought with a large enough effect; inconclusive means small, poorly fitted or top-dose-only effect, or another doubt; inactive means no such curve, though single readings can be large; an effect the other way counts as inactive or inconclusive. This is a subset; rates above refer to the full screens.

Letter code – A = TDP43 rescue; B = PTHR1 agonist; C = D3 ag; D = GLP1R ag; E = aSyn rescue; F = HEK293 tox; G = KB-V1 MDR tox; H = GLP-1R inv ag; I = DRD3 antagonist
> C/C(=C\C(=O)c1cccnc1)Nc1ccc(C)c(C)c1
  A: -18% | B: i | C: 1 | D: 4% | E: -2% | F: -9% | G: 3% | H: 4% | I: -12

> COCc1cc(C)n(CC(=O)Nc2ccc(Cl)cc2Cl)c(=O)c1C#N
  A: 1% | B: -23%[57.5 µM] | C: -1 | D: -3% | E: 5% | F: -1% | G: ? | H: 1% | I: -24

> CC(=O)Nc1ccc(S(=O)(=O)NCC(=O)NNC(=O)COc2c(C)cccc2C)cc1
  A: 1% | B: i | C: 4 | D: -13% | E: 1% | F: 9% | G: 12% | H: 8% | I: 4

> COc1cc(C(=O)NNC(=O)CCOc2ccccc2C)cc(OC)c1OC
  A: 13% | B: -19% | C: -3 | D: 0% | E: 0% | F: 0% | G: -7% | H: -14% | I: -23

> CNC(=O)C(=O)Nc1cc2c3c(c1)CCN3C(=O)CC2
  A: -25% | B: 17% | C: 11 | D: -6% | E: -16% | F: 0% | G: 0% | H: 61%[activator] | I: -7

> CCOC(=O)C1(C)CCN1C(=O)c1cccnc1Oc1ccccc1 (stereo not given)
  A: 11% | B: i | C: 8 | D: -2% | E: -6% | F: 2% | G: 3% | H: 1% | I: 15

> Cc1ccc2[nH]c(=O)c(C(c3nnnn3CC3CCCO3)N3CCCc4ccccc43)cc2c1 (stereo not given)
  A: -19% | B: -17% | C: 15 | D: -1% | E: -1% | F: -4% | G: 5% | H: 0% | I: -4

> COc1ccc(N2C(=O)N3[C@H](c4ccc(Cl)cc4)[C@@H]4C(=O)N(C5CCCCC5)C(=O)[C@@H]4[C@]3(Cc3ccc(Cl)cc3)C2=O)cc1
  A: -4% | B: -24% | C: 0 | D: 4% | E: 5% | F: 7% | G: 4% | H: ? | I: -25

> CCN(CC(=O)Nc1ccccc1C(=O)OC)S(=O)(=O)c1ccccc1
  A: -2% | B: -6%[57.5 µM] | C: -6 | D: ? | E: 0% | F: 13% | G: -17% | H: -28% | I: ?

> O=C(NCc1cccc(F)c1)C1CCC(=O)N(C2CCCC2)C1 (stereo not given)
  A: -6% | B: i | C: 4 | D: -1% | E: 0% | F: -10% | G: -12% | H: -1% | I: 1

> O=C1NC(=S)N/C1=C/c1ccc(Oc2ccc(C(F)(F)F)cc2[N+](=O)[O-])c(Cl)c1
  A: 22% | B: -1% | C: -4 | D: -3% | E: -6% | F: 6% | G: 5% | H: 10% | I: 2

> O=C(O)c1cc(Cl)c(Cl)cc1C(=O)N(Cc1ccccc1)Cc1ccccc1
  A: 20% | B: i | C: -3 | D: 0% | E: -5% | F: 1% | G: 15% | H: ? | I: 2

> O=C(NC1CC1)c1cc(OCC(F)(F)F)ccc1OCC(F)(F)F
  A: 3% | B: i | C: 3 | D: -1% | E: 0% | F: 10% | G: 34% | H: 11% | I: 3

> COc1ccccc1N1CCN(Cc2cc(=O)c(OCC(=O)NC(C)C)co2)CC1
  A: 24% | B: 1% | C: -3 | D: 0% | E: 7% | F: 7% | G: 7% | H: 10% | I: 5

> CCCCCN(C(=O)CCC(=O)OC(C)C(=O)NC1CCCCC1)c1c(N)n(CCCC)c(=O)[nH]c1=O (stereo not given)
  A: 7% | B: i | C: -4 | D: 1% | E: -8% | F: 19% | G: 7% | H: 7% | I: -14

> CC1(C)CC2CC(C)(CN2C(=O)COC(=O)c2cncc(Br)c2)C1 (stereo not given)
  A: -6% | B: -30% | C: 1 | D: 12% | E: 7% | F: 2% | G: ? | H: 3% | I: 9

> Cc1ccc(NC(=O)c2cc(S(=O)(=O)N3CCc4ccccc43)cn2C)cc1
  A: 13% | B: i | C: 6 | D: 11% | E: -7% | F: -10% | G: ? | H: ? | I: 1

> CC1(c2nnnn2-c2ccc3c(c2)OCCO3)CCC(=O)N1CCCn1ccnc1 (stereo not given)
  A: 16% | B: -25% | C: 4 | D: 4% | E: -6% | F: 3% | G: 21% | H: 17% | I: 4

> Fc1cccc(Cl)c1Cn1nnc2c(-n3ccnc3)ncnc21
  A: ? | B: i | C: 1 | D: 12% | E: 2% | F: -7% | G: 5% | H: 16% | I: -12

> COCCCN(C(=O)CSCc1c(C)noc1C)c1c(N)n(Cc2ccccc2)c(=O)[nH]c1=O
  A: 17% | B: i | C: 13 | D: 1% | E: 2% | F: -1% | G: ? | H: 2% | I: 12

> O=C(O)/C=C\C(=O)Nc1ccccc1C#Cc1ccc(Br)cc1
  A: -93%[inhibitor] | B: ? | C: -5 | D: 3% | E: -13% | F: 1% | G: -18% | H: ? | I: 3

> CCNC(=S)Nc1cc(C(=O)N2CCCC2)ccc1N1CCCC1
  A: -20% | B: i | C: 12 | D: 3% | E: -1% | F: -11% | G: 0% | H: 5% | I: -11

> CCCCN(C)CCCNC(=O)CN1N=C(c2ccc(OC)cc2)CCC1=O
  A: -1% | B: 14% | C: -7 | D: . | E: . | F: 17% | G: . | H: 24% | I: .

> CC(C)(C)NC(=O)NC(=O)CN1CCc2ccccc21
  A: -11% | B: -19% | C: -2 | D: -1% | E: 0% | F: 2% | G: -2% | H: 5% | I: -22

> O=C(NCC1c2ccccc2CCN1C(=O)CN1C(=O)c2ccccc2C1=O)C1CCCCC1 (stereo not given)
  A: 3% | B: i | C: 3 | D: -6% | E: 5% | F: -12% | G: 6% | H: 2% | I: 52

> CS(=O)(=O)N(Cc1ccccc1Cl)c1ccc(C(=O)N2CCCC2)cc1
  A: -10% | B: i | C: 1 | D: 3% | E: 1% | F: 1% | G: -12% | H: 12% | I: -1

> CCc1ccccc1NC(=O)CSc1n[nH]c(-c2cccnc2)n1
  A: 3% | B: -11% | C: 5 | D: 0% | E: 7% | F: -2% | G: ? | H: 15% | I: 7

> CN(C(=O)CSc1nnnn1-c1ccccc1)C1CCCCC1
  A: 17% | B: -5%[57.5 µM] | C: 2 | D: 17% | E: 8% | F: -5% | G: -7% | H: -28% | I: 8

> O=C(O)/C=C\C(=O)Nc1ccc(N2CCN(c3ccc(F)cc3)CC2)cc1
  A: -2% | B: i | C: -6 | D: -2% | E: 7% | F: -19% | G: ? | H: ? | I: -26

> Cc1cc(Br)ccc1NC(=O)CN(C)C(=O)c1cc([N+](=O)[O-])ccc1N1CCOCC1
  A: -1% | B: -15% | C: -15 | D: 1% | E: -7% | F: -15% | G: ? | H: 2% | I: -22

The listing continues:
| Molecule | TDP43 rescue | PTHR1 agonist | D3 ag | GLP1R ag | aSyn rescue | HEK293 tox | KB-V1 MDR tox | GLP-1R inv ag | DRD3 antagonist |
| --- | --- | --- | --- | --- | --- | --- | --- | --- | --- |
| CC12CCC(=O)N1C(C(=O)Nc1ccccc1F)CS2 (stereo not given) | 28% | -7% | 1 | 1% | -1% | 10% | 2% | 5% | 11 |
| COc1ccc(N2C(=O)CC(Sc3nccc(C)n3)C2=O)cc1 (stereo not given) | -6% | -9% | -1 | -2% | -3% | -1% | 26% | -7% | -5 |
| COC(=O)[C@]12CCCCC=C1N(Cc1ccco1)C(=O)[C@H](CC(=O)NCc1cccs1)C2 | 22% | -4% | -10 | 5% | ? | 5% | -1% | -12% | 0 |
| COc1ccc(Cc2nnc(SC)[nH]c2=O)cc1 | -24% | -4% | 3 | 0% | -6% | -1% | 1% | 3% | 9 |
| O=C(O)CCc1ccc(-c2ccc(Br)cc2)n1CC(=O)O | -2% | -21%[57.5 µM] | 4 | 2% | 0% | 9% | -1% | 0% | 17 |
| COc1ccc(CCNC(=O)c2cc3c(=O)n4ccccc4nc3n(C3CCCCC3)c2=N)cc1 | -16% | -1% | 5 | 3% | 2% | 1% | -24% | ? | 17 |
| CCNC(=S)/C(=C(/[O-])c1ccc([N+](=O)[O-])cc1)[n+]1ccccc1 | 14% | i | 2 | 7% | -4% | 5% | -2% | 16% | -1 |
| COC(=O)[C@@]12C[C@@H](CC(=O)N3CCSCC3)C(=O)N(Cc3ccc4c(c3)OCO4)C1=CCC(C)(C)C2 | 18% | -15% | -3 | . | 0% | -1% | -32% | -26% | -8 |
| CC(C)(C)NC(=O)CN(C(=O)c1ccc(Cl)nc1)c1cccc2ccccc12 | 1% | i | -4 | 10% | ? | -8% | -13% | ? | 26 |
| O=C(O)CCC(=O)NNC(=O)COc1cccc(Cl)c1 | -22% | i | 6 | -1% | -8% | 4% | 27% | 6% | -10 |
| Cc1ccc(C(=O)NCCC(=O)Nc2ccccc2C)cc1 | -25% | i | -4 | -5% | -14% | -1% | 16% | 5% | -6 |
| CC(C)c1ccc(-c2nn(-c3ccccc3)cc2C2C(C#N)=C(N)OC3=C2C(=O)CC(C)(C)C3)cc1 (stereo not given) | 16% | i | 1 | -11% | 11% | -30% | 0% | 13µM* | 3 |
| Fc1cccc(Cl)c1CNCc1cccnc1 | -19%[1.82 µM] | i | -7 | 7% | -3% | 3% | 1% | 3% | -14 |
